Assay outcomes from PubChem BioAssay.
NCI-60 one-dose screen, 48 h, at 10 µM unless noted. Numbers give growth in % (100 = growth as untreated, 0 = no growth, -100 = all killed).
HOP-92: HOP-92 NSCLC cells. hit rate 6.3% among 71,000
HOP-62: HOP-62 NSCLC | hit rate 3.9% among 80,000
MOLT-4: MOLT-4 leukemia cells | AID 1794779 | hit rate 6.9% among 80,000
SR: SR leukemia cells; hit rate 8.7% among 73,000; AID 1794780
K-562: K-562 leukemia. hit rate 7.4% among 78,000. AID 1794777
MDA-MB-435: MDA-MB-435 melanoma; hit rate 7.8% among 82,000; AID 1794794
CCRF-CEM: CCRF-CEM leukemia; hit rate 7% among 77,000; AID 1794778
RPMI-8226: RPMI-8226 leukemia cells | hit rate 7.5% among 77,000 | AID 1794781
An asterisk follows results filed as active; . = no result given; & = joins results of further samples; [ ] = remark or other dose. How the source made its calls: active means growth percent below 10; inactive means the rest.

SMILES	HOP-92	HOP-62	MOLT-4	SR	K-562	MDA-MB-435	CCRF-CEM	RPMI-8226
O=C(N/N=C/C[C@@H]1[C@@H](/C=C/[C@@H](O)CCc2ccccc2)[C@H](O)C[C@@H]1O)c1ccncc1	96	103	98	92	96	108	107	99
N#C/C(=C\c1c(-c2ccccc2)[nH]c2ccccc12)C(=O)N1CCCCC1	48	106	74	57	60	87	75	45
CCNCCCn1c2c(c3ccc(Cl)cc3c1=O)C(=O)c1cc(OC)cnc1-2	.	-19*	-34*	-64*	-84*	68	-37*	-49*
COC(=O)c1oc2c(C(=O)/C=C/c3ccc(OC)cc3)c(OCCN3CCOCC3)ccc2c1C	-45*	-6.5*	-20*	-28*	-37*	20	-38*	-51*
NS(=O)(=O)c1ccc(CCn2c(-c3ccc(F)cc3)nc(-c3ccccc3)c2-c2ccccc2)cc1	.	104	108	107	103	111	106	103
CC1=NCC(C)(C)S1	85	88	97	90	99	105	91	101
Cc1ccc(C2=NN(c3nc(-c4cc5ccccc5oc4=O)cs3)C(c3ccc(Cl)cc3)C2)cc1 (stereo not given)	66	92	88	88	105	101	79	86
COC(=O)c1ccc2c(c1)nc(-c1cc3ccccc3[nH]c1=O)n2-c1ccc(OC)cc1	109	98	44	71	67	71	57	38
COc1cnccc1-c1nc2ccc3[nH]ncc3c2c2c1CCCC2	69	61	28	8.8*	42	13	16	62
COc1cc(C2c3cnn(C(C)(C)C)c3N=C3NC(=O)N(c4ccc(Cl)cc4)C32)cc(OC)c1OC (stereo not given)	.	101	86	.	.	103	100	95
OB(O)c1ccccc1C[n+]1ccc(-c2ccc3cc(-c4cc[n+](Cc5ccccc5B(O)O)cc4)ccc3c2)cc1	136[7 µM]	113[7 µM]	100[7 µM]	109[7 µM]	82[7 µM]	97[7 µM]	101[7 µM]	108[7 µM]
N#Cc1ccc(C(=O)CSc2nccc(Nc3ccc(S(=O)(=O)Nc4ccccn4)cc3)n2)cc1	98	112	84	107	85	104	84	80
Cc1ccc(NC(c2ccc(OC(F)F)c(OCC3CC3)c2)c2nnnn2C2CCCCC2)cc1 (stereo not given)	97	99	70	93	73	92	94	78
COc1ccc(-c2cc(-c3cc(OC)c(OC)c(OC)c3)c(C#N)c(N3CCOCC3)n2)cc1	61	84	89	82	69	100	75	20
NNc1ncnc2c1ncn2C1OC(CO)C(O)C1O (stereo not given)	35	15	109	18	30	56	72	52
CCc1nc2cc(C)c(C)cc2[nH]1	101	90	82	98	92	101	111	110
CC(=O)c1cc2c(N)c(C(=O)Nc3cccc(F)c3C)sc2nc1C	73	74	79	64	.	4.9*	87	86
COc1ccc(-c2nnc(COc3ccc(C(=O)/C=C/c4ccco4)cc3)o2)cc1	88	76	42	0.1*	15	11	11	.
O=C1CC(c2ccccc2)=NO1	106	92	98	.	96	105	100	103
COc1ccc(-c2csc(NC(=O)CSc3nc(-c4ccc(Cl)cc4)c(C#N)c(=O)[nH]3)n2)cc1	98	96	89	.	99	95	90	89
CCCCOc1nc2ccc(Cl)cc2cc1/C=C/c1cc(/C=C/c2cc3cc(Cl)ccc3nc2OCCCC)n(-c2ccccc2)n1	108	77	92	73	87	111	84	100
O=C1Nc2ccccc2/C1=N/N=C/c1ccco1	92	104	79	73	74	104	80	74
CC(C)C/C(=N\NC(=O)c1ccncc1)c1cc(Cl)ccc1O	.	31	3.6*	6.3*	9.6*	32	8.0*	.
CCOC(=O)c1c(C)nc2[nH]n(-c3ccccc3)c(=O)c2c1-c1ccc(O)cc1	48	95	101	97	107	102	110	.
CC1(C)CC[C@]2(C(=O)N3CCCN(CC#N)CC3)CC[C@]3(C)C(=CC[C@@H]4[C@@]5(C)CC[C@H](O)C(C)(C)[C@@H]5CC[C@]43C)[C@H]2C1	19	71	19	.	3.8*	60	18	20
Going on with the list.
SMILES	HOP-92	HOP-62	MOLT-4	SR	K-562	MDA-MB-435	CCRF-CEM	RPMI-8226
COc1c(Cl)cc(Cl)c2ccc(C=C3C(=O)NC(=S)NC3=O)nc12	116	94	105	99	102	106	105	105
C=C1C(=O)O[C@H]2[C@H]1CC/C(CNC(=O)Cc1c[nH]c3ccccc13)=C\CC[C@@]1(C)O[C@@H]21	45	54	-4.6*	-14*	-12*	8.0*	-36*	-0.9*
O=C(O)C1C2C=CC(C2)C1C(=O)O (stereo not given)	98&99	93&30&114	101&28&106	95&37&108	96&22&107	100&19&101	100&25&95	98&29&103
O=c1cc(-c2ccccc2)oc2c1CCCC2	78	107	80	76	100	104	95	97
COc1cc2cc(Oc3ccc(NC(=O)c4cc(Cl)cc(Cl)c4)cc3)c(C)nc2cc1OC	52	102	41	53	50	77	53	37
Cc1ccc(-c2nc(NS(=O)(=O)c3ccccc3)nc(Nc3ccccc3)c2C#N)cc1	121	123	83	92	97	92	85	65
CCc1nc2ccccc2[nH]1	100	105	98	100	102	113	99	99
Fc1ccc(C2CC(c3cccc(Nc4ccncc4)c3)=NN2c2ccccc2)cc1 (stereo not given)	37	50	5.3*	2.5*	0.7*	-55*	32	1.2*
Cc1ccc(C(=O)N=c2n(-c3ccc(C)cc3)nc3n2CCN3C2=NCCN2C(=O)c2ccc(C)cc2)cc1	85	95	48	95	58	84	73	58
O=C(N[C@H]1C(O)[C@H](O)C(CO)O[C@H]1O)NS(=O)(=O)c1ccccc1Cl (stereo not given in full)	97	.	123	112	112	106	102	106
Clc1ccccc1C=NCCN=Cc1ccccc1Cl	106	89	88	75	108	101	92	97
S=C(N/N=C/c1ccc(I)cc1)NC12CC3CC(CC(C3)C1)C2	.	123	93	80	94	92	94	95
c1ccc(C(c2ccccc2)C(c2ccccc2)c2ccccc2)cc1	.	102	91	84	91	63	.	79
CCOC(=O)CC1CSC(c2ccc(C(F)(F)F)cc2)=N1 (stereo not given)	102	105	96	87	92	106	101	104
O=[N+]([O-])c1ccc(-c2cn(-c3ccccc3)c(-c3ccccc3)n2)cc1	81	62	63	43	63	100	27	-0.2*
C1CCC(NCCNC2CCCCC2)CC1	76	92	101	91	98	97	93	98
c1ccc(-c2nc(N3CCNCC3)c3nc(-c4ccccc4)oc3n2)cc1	42	-78*	-35*	0.5*	-11*	-94*	.	.
O=c1cc(-c2ccccc2)nc2sc(-c3c[nH]c4ccccc34)nn12	74	105	.	.	.	98	93	107
CC(C)N(CCOC(=O)Nc1ccccc1Cl)C(C)C	84	93	89	90	104	113	84	96
O=C(c1ccc2nc(NS(=O)(=O)c3ccc4ccccc4c3)sc2c1)N1CCN(c2ccc(Cl)c(Cl)c2)CC1	100	91	103	87	90	102	88	103
COc1cccc(-c2cnc3nonc3n2)c1	111	89	90	20	38	100	76	25
CCCCCc1ccc(C)cc1OC(=O)CC	102	109	.	.	.	111	109	106
O=C(Nc1cccc(Cl)c1)ON1CCCCC1	.	110	98	92	87	106	97	99
C=CCNC(=S)Nc1ccccc1	89	95	116	96	102	101	96	95
CC(=O)CCN1C(=O)c2ccccc2C1=O	92	102	80	86	54	98	112	114

Of the compounds above, these have fluorine:
SMILES	HOP-92	HOP-62	MOLT-4	SR	K-562	MDA-MB-435	CCRF-CEM	RPMI-8226
NS(=O)(=O)c1ccc(CCn2c(-c3ccc(F)cc3)nc(-c3ccccc3)c2-c2ccccc2)cc1	.	104	108	107	103	111	106	103
Cc1ccc(NC(c2ccc(OC(F)F)c(OCC3CC3)c2)c2nnnn2C2CCCCC2)cc1 (stereo not given)	97	99	70	93	73	92	94	78
CC(=O)c1cc2c(N)c(C(=O)Nc3cccc(F)c3C)sc2nc1C	73	74	79	64	.	4.9*	87	86
Fc1ccc(C2CC(c3cccc(Nc4ccncc4)c3)=NN2c2ccccc2)cc1 (stereo not given)	37	50	5.3*	2.5*	0.7*	-55*	32	1.2*
CCOC(=O)CC1CSC(c2ccc(C(F)(F)F)cc2)=N1 (stereo not given)	102	105	96	87	92	106	101	104

New compounds follow.
SMILES	HOP-92	HOP-62	MOLT-4	SR	K-562	MDA-MB-435	CCRF-CEM	RPMI-8226
O=C(CC(O)c1ccncc1)c1ccccc1O (stereo not given)	61	97	120	96	.	101	79	84
CN1CCN(c2nc3sc4c(c3c(=O)[nH]2)CCCC4)CC1	104	89	92	108	101	94	107	109
Cc1noc(C)c1C(=O)Nc1n[nH]c(C)c1-c1ccccc1	.	95	137	.	125	102	107	104
O=C(Cn1nnc(N2CCCCC2)n1)N/N=C/c1ccccc1O	76	83	78	63	96	90	.	88
CC(C)(CO)NCC(O)CS(=O)(=O)O (stereo not given)	89	107	103	93	99	102	105	101
CCOC(=O)C(=Cc1ccc(N(C)C)cc1)C(=O)OCC	109	130	90	80	80	97	95	95
CCNC(=O)Oc1ccc(/C(=C(/C)Cc2ccc(OC)cc2)c2ccc(OCCN3CCCC3)cc2)cc1	62	93	32	6.9*	2.4*	61	46	44
NC(=S)N/N=C\c1cccc(/C=N/NC(N)=S)n1	99	110	118	85	118	95	116	.
CCOc1ccc(Nc2nc(-c3ccc4c(c3)NC(=O)CO4)cs2)cc1	87	96	6.6*	65	.	31	33	28
O=C(CNC(=O)c1nc(-c2ccccc2)n(-c2ccccc2)n1)NO	95	90	110	109	.	107	107	107
CC(=O)c1cccc(-c2nc(N)nc(Nc3ccccc3SSc3ccccc3Nc3nc(N)nc(-c4cccc(C(C)=O)c4)n3)n2)c1	99	74	93	87	100	103	.	86
COc1ccc(/C=C/C(=O)c2cc(CC=C(C)C)c(OC)cc2OC)c(OC)c1	64	108	65	.	81	99	84	82
COc1cc2ccc(C(C)=O)cc2cc1OC	86	82	127	.	118	.	118	105
COc1cccc(/C=C\C(=O)CCN2CCCC2)c1OC	82	102	79	68	89	113	65	38
CC1CCC(C(C)C)C(OC(=O)c2ccc([N+](=O)[O-])cc2)C1 (stereo not given)	80	100	105	108	96	111	97	88
COc1ccc(-c2cc(-c3ccc(Cl)cc3)c(C#N)c(=O)n2Cc2ccc(C(=O)Nc3ccccc3N)cc2)cc1	54	72	66	41	46	45	43	57
CCOC(=O)/C(C#N)=C/c1ccc(F)cc1	90	102	62	109	117	95	108	98
COc1ccc(C2OC2c2nc(C#N)c(N(C)C)o2)cc1 (stereo not given)	88	87	97	.	102	102	98	93
c1cc(CNCCNCc2ccncc2)ccn1	97	103	84	130	108	112	90	97
CCCCCCCCCCCCCCCCCCSC(=N)N	11	82	26	-13*	40	85	.	62
O=C(Cn1c2ccccc2c2ccncc21)N/N=C/c1cc(O)c(O)c(O)c1	111	104	88	106	.	111	112	100
COc1ccccc1-c1ccc2c3c(cccc13)C(=O)N(N1C(=O)c3cccc4cccc(c34)C1=O)C2=O	88	91	100	119	105	104	100	98
O=C(OC1COC(c2ccccc2)OC1C1OC(c2ccccc2)OCC1OC(=O)c1ccccc1)c1ccccc1 (stereo not given)	93	75	113	107	125	112	106	103
CC(C)CCc1ccc(O)cc1	.	97	95	.	105	98	93	.
O=C(O)c1cc(=O)[nH]c2ccccc12	80&108	94&97	99&95	76&95	94&92	121&110	103&94	98&101
More results.
SMILES	HOP-92	HOP-62	MOLT-4	SR	K-562	MDA-MB-435	CCRF-CEM	RPMI-8226
COc1ccc(-c2nc3ccc(-c4nnc(SCC(=O)Nc5ccc(C(C)=O)cc5)o4)cc3[nH]2)cc1	114	113	88	90	86	102	100	97
Cc1ccc(/C=C/C(=O)c2ccc(Nc3nc(NCCO)nc(N4CCOCC4)n3)cc2)cc1	105	94	83	114	94	94	87	103
CC(C)C1(c2ccccc2)NC(=O)NC1=O (stereo not given)	98	101	109	112	111	114	106	120
CCCNC(C)(C)COC(=O)c1ccccc1	.	103	87	86	107	104	117	100
COc1ccc(-c2cc(-c3ccc(Nc4nc(Nc5ccc(Cl)cc5)nc(Nc5ccc(Cl)cc5)n4)cc3)nc(N)c2C#N)cc1	-54*	87	16	5.4*	30	-1.6*	.	-23*
CCOC(=O)/C(=C/c1ccccc1)C(=O)c1ccccc1	.	75	33	6.7*	39	51	3.4*	3.8*
Cc1ccc(-c2cc3nc4oc(-c5ccccc5)nc4c(=O)n3[nH]2)cc1	97	92	100	.	88	102	99	97
COC(=O)[C@H](Cc1cn(C)cn1)NC(=O)[C@@H](NC(=O)Nc1cc(C(F)(F)F)cc(C(F)(F)F)c1)C(C)C	-97*[100 µM]	-99*[100 µM]	-56*[100 µM]	-33*[100 µM]	-54*[100 µM]	-87*[100 µM]	.	-43*[100 µM]
O=c1[nH]nc2c3[nH]cnc3ncn2c1=O	107	109	92	99	108	112	99	109
Cc1[nH]c(=S)[nH]c(=O)c1CCC1OCCO1	96	103	92	109	97	96	92	109
Cc1nc(C#N)c(N2CCC(c3nc(-c4ccc(F)cc4)no3)CC2)o1	79	92	103	101	103	104	.	.
O=c1cc(N2CCN(Cn3cncn3)CC2)c2cc(F)ccc2[nH]1	86	76	103	93	98	98	.	107
COC1C(=O)CCC2(CO2)C1(O)C1(C)OC1CC=C(C)C (stereo not given)	52	74	78	52	37	55	70	65
O=C(O)C(O)c1ccc(Cl)c(Cl)c1 (stereo not given)	93	93	95	96	93	112	102	104
C/C(=C\CC/C=C(\C)CC/C=C(\C)CC[C@@H](O)C(C)(C)O)CC/C=C(\C)CC[C@@H](O)C(C)(C)O	26	97	0.5*	.	10	39	.	-11*
C[C@@H](COc1ccn(-c2ccc(F)cc2)c(=O)c1)Oc1ccccc1	112	104	102	108	103	101	99	103
CCCCCCCCCCCCCCCCCCNC(=O)Oc1cc(C)ccc1C(C)C	111	102	120	103	127	98	125	108
O=C(COc1ccccc1)Nc1ccc2oc(=O)ccc2c1	111	104	90	94	.	104	84	92
Fc1cnc(Nc2ccc(OCCN3CCCC3)cc2)nc1NCc1ccco1	59	17	.	.	61	60	71	94

Compounds were not picked by outcome, and some 14% of all compounds hit somewhere here.
